Assay outcomes deposited in PubChem by National Center for Advancing Translational Sciences (NCATS).
GLA spleen mod: inhibitors or activators of human alpha-galactosidase in spleen homogenate; P06280; human spleen homogenate, 4MU-alpha-Gal fluorescence, 40 min; Potency, µM (doses to about 80 µM), without a hit: top-dose activity change, negative = inhibition, usual class: inhibitors; hit rate 0.008% among 240,000; AID 2107;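 further: 0% = enzyme with vehicle and -100% = no enzyme basal signal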
Target sequence (P06280 32-429 limits assumed): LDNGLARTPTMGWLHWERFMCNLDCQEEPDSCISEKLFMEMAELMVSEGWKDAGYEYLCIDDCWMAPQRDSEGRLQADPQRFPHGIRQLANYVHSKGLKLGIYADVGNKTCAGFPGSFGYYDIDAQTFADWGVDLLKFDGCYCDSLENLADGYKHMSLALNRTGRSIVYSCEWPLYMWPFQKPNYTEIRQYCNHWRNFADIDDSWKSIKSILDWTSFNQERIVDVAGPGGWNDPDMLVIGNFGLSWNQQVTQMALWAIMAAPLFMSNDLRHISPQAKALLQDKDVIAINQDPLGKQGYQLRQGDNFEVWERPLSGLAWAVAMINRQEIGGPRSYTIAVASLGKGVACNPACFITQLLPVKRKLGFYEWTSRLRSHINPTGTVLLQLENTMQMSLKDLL
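qHTS titration in buffer at pH 5.0. Alpha-galactosidase activity in spleen homogenate was measured via 4-methylumbelliferone release from 1 mM fluorogenic substrate after 40 min at 37C and a pH 10 stop. AC50 came from Hill fits of control-normalized data.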
Tau fluor counter: counter-screen for tau fibril formation inhibitors; Potency, µM (doses to about 57.7 µM), inactives show top-dose activity change, negative = decrease; AID 1463; tau K18 P301L Alexa594 fluorescence, heparin fibrillization; hit rate 0.93% among 280,000; further: nearly all actives have a fitted effect of over 55% in size
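Human tau K18 P301L (15 uM unlabeled, 0.24 uM Alexa 594-labeled) in 100 mM sodium acetate pH 7 with 20 uM heparin, 6 hr at 37 C. ThT 30 uM added, 1 hr ambient; Alexa 594 FP and total fluorescence read at 555/632 nm.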
Tau fibril ThT: blocks human tau fibril formation measured by thioflavin T | P10636 | recombinant tau K18 P301L, heparin-induced fibrillization, ThT fluorescence | Potency, µM (titrated, usually from 57.4 µM), for the others: top-dose activity, negative = inhibition, usual class: inhibitors | hit rate 2.1% among 270,000; further: nearly all actives have a fitted effect of over 55% in size
Target sequence (P10636 561-689 P618L limits assumed): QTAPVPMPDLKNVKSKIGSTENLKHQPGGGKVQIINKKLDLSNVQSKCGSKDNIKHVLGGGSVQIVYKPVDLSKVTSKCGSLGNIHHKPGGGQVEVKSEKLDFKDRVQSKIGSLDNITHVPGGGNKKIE
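ThT emission at 510 nm, taken 1 hr after adding 30 uM dye, quantifies aggregates formed when 20 uM heparin acts on human tau K18 P301L for 6 hr at 37 C.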
Tau fibril FP: inhibitors of human tau fibril formation | P10636 | K18 P301L tau heparin fibrillization, Alexa594 FP, 6 h | Potency, µM (highest dose often 57.7 µM), without a hit: at the top dose activity, negative = inhibition, actives largely listed as inhibitors | hit rate 0.39% among 280,000 | AID 1468; further: nearly all actives have a fitted effect of over 55% in size
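K18 P301L tau (15 uM unlabeled/0.24 uM Alexa 594-labeled, final) + compound + heparin 20 uM final; 100 mM NaOAc pH 7; 6 hr 37 C; ThT 30 uM final added, 1 hr RT; FP ex 555/em 632 nm.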
ALDH1A1 block: inhibitors of human aldehyde dehydrogenase 1A1; P00352; Purified ALDH1A1, NADH fluorescence, propionaldehyde substrate; Potency, µM (doses to about 75.3 µM), for the others: at the highest dose activity, negative = inhibition, hits mostly inhibitors; hit rate 7.3% among 220,000; active means well fitted inhibition curve with a large enough effect, not every such curve was filed as active; inconclusive means small, poorly fitted or top-dose-only effect, or another doubt; inactive means no such curve, though single readings can be large or run the other way;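 further: plate controls were no enzyme wells and a reference inhibitor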
TexasRed fluor: Texas Red fluorescence interference in TRb-SRC2 counter-screen. TRb/SRC2 Texas Red total fluorescence interference. Potency, µM (highest dose often 106 µM), without a hit: at the highest dose fluorescence change, negative = quenching. hit rate 0.29% among 280,000; active means well fitted curve in either direction with a large enough effect; inconclusive means small, poorly fitted or top-dose-only effect
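Flags fluorescent or light-absorbing compounds by total fluorescence, S + 2P, at 555 nm excitation and 632 nm emission. Mixture: 20 nM Texas Red SRC2 peptide, 0.6 uM human TRb LBD, 1 uM T3, 5% DMSO; compound exposure 5 h at ambient temperature.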
TRb-SRC2 inh: inhibitors of human thyroid hormone receptor beta-SRC2 interaction; P10828; Potency, µM (series often up to 106 µM), for inactives: at the highest dose activity change, negative = inhibition, most hits filed as inhibitors; TRbeta-SRC2 peptide binding, fluorescence polarization; receptor liganded with 1 µM T3; hit rate 0.065% among 280,000; AID 1469;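 further: plate controls were bound peptide for no effect and peptide without receptor for full effect; nearly all actives have a fitted effect of over 50% in size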
Target sequence (P10828 whole entry, looked up): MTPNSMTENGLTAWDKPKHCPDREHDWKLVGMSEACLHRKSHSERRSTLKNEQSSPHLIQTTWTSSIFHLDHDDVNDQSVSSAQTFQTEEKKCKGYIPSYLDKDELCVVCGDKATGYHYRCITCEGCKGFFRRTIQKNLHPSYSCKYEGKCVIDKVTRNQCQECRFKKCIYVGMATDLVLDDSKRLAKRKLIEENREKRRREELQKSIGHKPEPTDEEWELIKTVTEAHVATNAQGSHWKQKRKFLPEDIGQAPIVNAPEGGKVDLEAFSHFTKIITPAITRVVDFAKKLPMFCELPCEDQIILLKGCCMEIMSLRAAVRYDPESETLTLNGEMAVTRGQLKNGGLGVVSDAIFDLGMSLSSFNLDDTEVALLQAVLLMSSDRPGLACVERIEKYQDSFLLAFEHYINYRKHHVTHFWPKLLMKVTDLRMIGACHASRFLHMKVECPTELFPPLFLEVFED
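Human TRb LBD (0.6 uM) plus Texas Red-labeled SRC2 peptide (20 nM), 1uM T3, 5% DMSO, 5 hr at ambient temperature. Decreased polarization (555/632 nm) flags inhibition; data normalized to free and bound peptide controls.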
L3MBTL1 inh: L3MBTL1 (human) inhibition; AlphaScreen L3MBTL1–H3K9me1 peptide binding; AID 485360; hit rate 0.66% among 230,000; Potency, µM (top dose mostly 57.1 µM), inactives show at the highest dose activity, negative = inhibition, actives largely listed as inhibitors; Q9Y468; further: nearly all actives have a fitted effect of over 60% in size
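AlphaScreen proximity signal between nickel-chelate acceptor and streptavidin donor beads (final 10 ug/mL) reports binding of 50 nM L3MBTL1 to 75 nM biotin-H3 K9me1 peptide; complex incubated with compounds 30 min at room temperature; cefsulodin titration as control.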
* hit, by the source's call; ? = inconclusive; . = no result given; [ ] = dose if it differs, or a comment. Unless noted, the call rests on the fitted dose curve; in most records, active means well fitted curve in the direction sought with a large enough effect; inconclusive means small, poorly fitted or top-dose-only effect, or another doubt; inactive means no such curve, though single readings can be large; an effect the other way counts as inactive or inconclusive. Unless noted, on the % scale 0 is the no-effect control and ±100 the full control effect; potency means the concentration at half of the fitted maximal effect.

Second line of a record: GLA spleen mod	Tau fluor counter	Tau fibril ThT	Tau fibril FP	ALDH1A1 block	TexasRed fluor	TRb-SRC2 inh	L3MBTL1 inh
1. Cc1ccc(C2C(C#N)=C(N)OC3=C2C(=O)CCC3)s1 (centres undefined)
    -8%	-3%	-3%	2%	?	0%[53 µM]	3%[53 µM]	4%
2. O=C(N/N=C/c1ccc(OCc2ccccc2)cc1)c1cccs1
    4%	-30%	-5%	?	?	-6%	-5%	27%
3. N#CCOc1ccc2oc(-c3ccco3)cc(=O)c2c1
    5%	-15%	-10%	-12%	?	-5%	-2%	.
4. Cc1cc(S(=O)(=O)NC2CCCCC2)ccc1OCC(=O)NCc1cccnc1
    6%	-6%	4%	1%	11%	4%	4%	.
5. O=C(NC1(C(F)(F)F)NC(=O)N(Cc2ccco2)C1=O)c1cccs1 (centres undefined)
    -1%	3%	-13%	1%	-13%	-10%	-2%	-3%
6. CC12CN3CC(C)(CN(C1)C3c1ccc3c(c1)OCO3)C2=O (centres undefined)
    0%	2%	0%	-6%	?	-1%	6%	.
7. Oc1ccc(Cl)cc1C=Nc1ccccc1Br
    0%	1%	-1%	3%	18%	-6%	3%	5%
8. O=C(Nc1ccccc1-c1nc2ccccc2s1)c1cccnc1Cl
    2%	-28%	-6%	-8%	?	0%	-10%	6%
9. Cc1cccc(C)c1NC(=O)/C(C#N)=C/c1ccsc1
    4%	-3%	-4%	-4%	7%	-1%	1%	5%
10. COc1cccc(Nc2nc(N)c([N+](=O)[O-])c(NCc3ccco3)n2)c1
    -10%	3.2µM*[quencher]	.	3.2µM*	.	0%	4%	.
11. CN(Cc1ccccc1)C(=O)c1cnc2n(c1=O)CCS2
    -3%	3%	-3%	-13%	-4%	-2%	-1%	11%
12. C=CCN(CC=C)CC(=O)Nc1ccc(S(N)(=O)=O)cc1
    3%	4%	-4%	6%	-7%	-4%	3%	5%
13. CCOC(=O)/C=C1\SCC(=O)N1CCOc1cccc(Br)c1
    2%	-25%	?	-9%	-6%	-2%	2%	1%
14. O=C(N/N=C\c1cc(Br)c(Br)o1)c1cncc(Br)c1
    4%	-19%	?	-3%	4%	-1%	-4%	2%
15. O=C(CNCc1ccc(F)cc1)Nc1ccccc1[N+](=O)[O-]
    -10%	-2%	-5%	12%	?	-5%	-3%	-12%
16. CC/C(C)=C1\SC(N2CCOCC2)=NC1=O
    3%	1%	2%	7%	4%	-1%	-4%	.
17. CC1CCN(S(=O)(=O)c2ccc3c(c2)N(CC(=O)NCCN(C)C)C(=O)CO3)CC1
    .	-8%	-7%	-4%	.	0%	2%	.
18. Clc1cccc(-n2ncc3c(N4CCCCC4)ncnc32)c1
    .	-27%	?	-7%	.	-1%	7%	.
19. COCCNC(=O)CSc1nc(-c2ccccc2)cs1
    -26%	-2%	-3%	-2%	0%	-1%	-11%	1%
20. CCc1ccc(NCc2cc3cc(OC)c(OC)cc3n(CC(=O)Nc3cc(C)ccc3C)c2=O)cc1
    .	?	11%	16%	.	0%	0%	.
21. Cc1ccc(N(CC(=O)NC(C)(C)C)C(=O)CNC(=O)c2cccs2)cc1C
    1%	-1%	5%	-2%	3%	-2%[53 µM]	9%[53 µM]	-4%
22. COc1cc(/C=N/Nc2nc3ccccc3s2)ccc1O
    1%	13µM*[quencher]	5.6µM*	0%	.	-14%	-2%	-1%
23. CCCCC1(C)OC(=O)C(=Cc2ccc(N(C)C)cc2)C(=O)O1 (centres undefined)
    -1%	5%	-3%	2%	1.1µM*	0%	-5%	-3%
24. CCc1ccc(Nc2nnc(SCn3nnc4ccccc4c3=O)s2)cc1
    -12%	-29%	-3%	-5%	0%	2%	-15%	.
25. O=C(O)COc1ccc(C(=O)c2cccs2)c(Cl)c1Cl
    -1%	-1%	-8%	12%	2%	-16%	-5%	.
26. O=C(COC(=O)c1cccnc1Nc1cccc(C(F)(F)F)c1)NCCN1C(=O)CSC1=O
    0%	?	-14%	-12%	-6%	-4%	1%	4%
27. COCC(=O)Nc1ccc2c(c1)OCO2
    0%	3%	6%	-8%	-2%	-3%	-1%	35%[activator]
28. CC(=O)Nc1ccc(NC(=O)C(F)(F)F)cc1
    1%	5%	3%	2%	-4%	1%	7%	8%
29. CC(=O)Nc1nc(CCC(C)C)cc2c1c(=O)oc1ccccc12
    15%	-14%	-9%	-6%	?	-1%	-2%	10%
30. COc1ccc(Cn2c(-c3ccco3)nc3oc4ccccc4c(=O)c3c2=O)cc1
    5%	4%	-9%	6%	-2%	-2%	-11%	6%
31. CNC(=O)CSc1nnc(C2CC2)n1-c1ccccc1
    24%	1%	3%	-4%	6%	-1%	-2%	.
32. COc1ccc(-c2csc(N3CCOCC3)n2)cc1OC
    9%	-17%	?	10%	11%	-5%	-9%	.
33. C=CCOc1c(Br)cc(CNc2ccc3[nH]c(=O)[nH]c3c2)cc1OCC
    6%	-27%	-12%	?	-3%	-1%	-9%	-14%
34. CCc1ccc(NC(=O)c2ccc(CN3C(=O)C(C)=C(c4ccc(C)cc4)S3(=O)=O)cc2)cc1
    .	-9%	6%	-15%	.	-2%	-6%	.
35. C=C(C)Cn1c(SCCN2CCOCC2)nc2c1c(=O)[nH]c(=O)n2C
    3%	0%	-5%	-3%	3%	-2%	3%	-2%
36. CCn1c(C)nc2cc(C(=O)NNC(=S)Nc3ccccc3OC)ccc21
    0%	-3%	-12%	6%	?	3%	-9%	0%
37. CCn1c2ccccc2c2cc(NC(=O)C(C)C)ccc21
    -19%	?	?	12%	-5%	-2%	-1%	-3%
38. COc1ccc(N2CCCn3c2nc2c3c(=O)n(Cc3ccccc3F)c(=O)n2C)cc1
    0%	-10%	-15%	2%	8.9µM*	-4%	-3%	-4%
39. COC(=O)[C@@H]1[C@@H](C#N)C2(c3ccccc3-c3ccccc32)N(c2ccc(Cl)cc2)N1C#N
    -1%	-13%	?	?	-26%	-3%	-6%	-6%
40. Cc1nn(Cc2ccc(Cl)cc2)c2sc(C(=O)OCC(N)=O)cc12
    -5%	-22%	2%	-6%	2%	-1%	0%	.
41. COc1cc(Nc2cc(C)nc3ncnn23)cc(OC)c1OC
    -1%	-5%	-3%	1%	3%	4%	1%	1%
42. O=C(NCC(c1ccc2c(c1)OCO2)N1CCN(c2ccccc2)CC1)c1ccccc1 (centres undefined)
    .	-18%	-15%	11%	.	-2%	7%	.
43. CN(C)Cc1cc(CN(C)C)c(O)c(CCc2ccccc2)n1
    -1%	-16%	-15%	0%	6%	0%	13%	.
44. CC(=O)NC(=S)Nc1cc(C(=O)O)ccc1Cl
    -11%	-3%	-6%	-4%	14%	-4%	-3%	.
45. Cc1nn(-c2cc(N3CCOCC3)ccc2[N+](=O)[O-])c(=O)c2ccccc12
    6%	-9%	-16%	-7%	7%	-3%	1%	.
46. CCCCCOC(=O)CSc1ncnc2sc3c(c12)CCC(C)C3 (centres undefined)
    .	-8%	-18%	-11%	.	-3%	2%	.
47. Cc1onc(-c2ccccc2)c1C(=O)n1cccn1
    -2%	0%	-5%	-5%	1%	2%	10%	15%[11.4 µM]
48. COc1ccc(C2(C(=O)Nc3ccc(C)cc3)CCOCC2)cc1
    6%	-10%	-5%	-8%	4%	-3%	-2%	4%
49. Cc1ccc(Cl)cc1NC(=O)CN1C(=O)c2ccccc2Sc2ncccc21
    .	-13%	?	-1%	.	0%	7%	.
50. CCOc1ccccc1CNC(=O)Cn1c(=O)c2cccn2c2ccc(F)cc21
    .	10%	?	-1%	.	4%	-3%	.

Of the compounds above, 8 contain a thiophene ring, fused or not.
Second line of a record: GLA spleen mod	Tau fluor counter	Tau fibril ThT	Tau fibril FP	ALDH1A1 block	TexasRed fluor	TRb-SRC2 inh	L3MBTL1 inh
1. Cc1ccc(C2C(C#N)=C(N)OC3=C2C(=O)CCC3)s1 (centres undefined)
    -8%	-3%	-3%	2%	?	0%[53 µM]	3%[53 µM]	4%
2. O=C(N/N=C/c1ccc(OCc2ccccc2)cc1)c1cccs1
    4%	-30%	-5%	?	?	-6%	-5%	27%
5. O=C(NC1(C(F)(F)F)NC(=O)N(Cc2ccco2)C1=O)c1cccs1 (centres undefined)
    -1%	3%	-13%	1%	-13%	-10%	-2%	-3%
9. Cc1cccc(C)c1NC(=O)/C(C#N)=C/c1ccsc1
    4%	-3%	-4%	-4%	7%	-1%	1%	5%
21. Cc1ccc(N(CC(=O)NC(C)(C)C)C(=O)CNC(=O)c2cccs2)cc1C
    1%	-1%	5%	-2%	3%	-2%[53 µM]	9%[53 µM]	-4%
25. O=C(O)COc1ccc(C(=O)c2cccs2)c(Cl)c1Cl
    -1%	-1%	-8%	12%	2%	-16%	-5%	.
40. Cc1nn(Cc2ccc(Cl)cc2)c2sc(C(=O)OCC(N)=O)cc12
    -5%	-22%	2%	-6%	2%	-1%	0%	.
46. CCCCCOC(=O)CSc1ncnc2sc3c(c12)CCC(C)C3 (centres undefined)
    .	-8%	-18%	-11%	.	-3%	2%	.
